CHT inh = inhibits the human high affinity choline transporter | Q9GZV3 | CHT-expressing cells, membrane potential dye, choline response; hits give low values | B-score at 10 µM | 0.86% of 310,000 active | AID 488975;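 active = B-score over 3 SD under the library average, and starting fluorescence ratio not unusually high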;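 also: choline stimulus applied at its EC90 after an EC20 pre-addition; B-score computed on integrated fluorescence ratio after choline addition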
Target sequence (Q9GZV3 whole entry, looked up): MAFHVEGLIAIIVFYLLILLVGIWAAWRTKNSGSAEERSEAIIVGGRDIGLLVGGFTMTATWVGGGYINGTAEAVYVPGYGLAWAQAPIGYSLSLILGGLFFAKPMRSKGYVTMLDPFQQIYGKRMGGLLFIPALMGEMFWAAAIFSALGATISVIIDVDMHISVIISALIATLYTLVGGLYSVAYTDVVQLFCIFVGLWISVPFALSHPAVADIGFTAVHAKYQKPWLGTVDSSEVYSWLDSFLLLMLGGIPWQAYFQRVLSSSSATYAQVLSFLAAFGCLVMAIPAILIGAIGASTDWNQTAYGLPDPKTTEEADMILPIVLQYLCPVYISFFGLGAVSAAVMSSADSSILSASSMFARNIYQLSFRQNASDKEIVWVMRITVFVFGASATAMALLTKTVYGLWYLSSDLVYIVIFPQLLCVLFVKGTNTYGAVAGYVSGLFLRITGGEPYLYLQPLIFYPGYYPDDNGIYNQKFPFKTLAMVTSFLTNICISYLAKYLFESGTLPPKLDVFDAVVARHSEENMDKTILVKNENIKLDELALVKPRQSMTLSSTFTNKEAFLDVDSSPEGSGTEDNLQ
CHT allo act = allosteric activators of human choline transporter CHT. Q9GZV3. CHT-expressing cells, membrane potential dye, choline EC20; hits give high values; LV-AA mutant CHT in HEK293 cells. B-score at 10 µM. 0.49% of 310,000 active;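 active = initial fluorescence not abnormally high and integrated response B-score, plate-corrected, over 3 SD above library mean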
An asterisk follows results filed as active.

For C#CCOCCOCCOCCNc1nc(N2CCN(C(=O)C([C@@H](C)CC)n3cc(C(N)Cc4ccc(O)cc4)nn3)CC2)nc(N2CCN(C(=O)[C@H](CCC(=O)O)n3cc(C(N)Cc4ccc(O)cc4)nn3)CC2)n1 (stereo partly specified) the results were CHT inh inactive and CHT allo act inactive.
CC1=NN(C(C#N)c2ccccc2)C(C)(C)C1 (stereo unspecified) was read as CHT inh inactive and CHT allo act inactive.
Screening CS(=O)(=O)N1CCN(c2ccccc2NC(=O)c2cccnc2)CC1 returned CHT inh inactive and CHT allo act inactive.
Screening Cc1nc(C(=O)N2CCc3c([nH]c4ccccc34)C2c2cc(F)ccc2F)cs1 (stereo unspecified) returned CHT inh inactive and CHT allo act inactive.
COc1ccccc1S(=O)(=O)Cc1ccc(C(=O)NCCN2CCCC2)o1 was read as CHT inh inactive and CHT allo act inactive.
For O=C(C1CCN(c2ccc(N3CCOCC3)nn2)CC1)N1CCN(c2ccc(F)cc2)CC1 the results were CHT inh inactive and CHT allo act inactive.
`COc1cccc(OCCOc2ccc(/C=C3\C(=N)N4N=C(S(C)(=O)=O)SC4=NC3=O)cc2OC)c1` gave CHT inh inactive and CHT allo act inactive.
`Cc1ccsc1/C=N/NC(=O)c1c[nH]c2ccccc12` gave CHT inh inactive and CHT allo act inactive.
For Cc1cc(Cl)ccc1C(=O)C1CCCN(C(=O)CCn2cncn2)C1 (stereo unspecified) the results were CHT inh inactive and CHT allo act inactive.
`CCO[C@@H]1OC(C(=O)N2CCCCCCC2)=C[C@H](c2cn(C(C)=O)c3ccccc23)[C@H]1CCCO` gave CHT inh inactive and CHT allo act inactive.
Screening CCN1CCN(CC(=O)Nc2ccc(N(C)C)cc2)CC1 returned CHT inh inactive and CHT allo act inactive.
`COc1ccccc1NC(=O)c1c(Nc2ccccc2F)sc(C(=O)Nc2cccc(Cl)c2)c1N` gave CHT inh inactive and CHT allo act inactive.
`C[C@H](NC(=O)c1nc[nH]c1C(=O)NCC(=O)OCc1ccccc1)C(=O)OC(C)(C)C` gave CHT inh inactive and CHT allo act inactive.
Screening COc1ccc(-c2nnc(NC(=O)c3ccco3)s2)cc1 returned CHT inh inactive and CHT allo act inactive.
Screening COc1ccc(NC(=O)C2CCCN(S(=O)(=O)c3cccnc3)C2)cc1 (stereo unspecified) returned CHT inh inactive and CHT allo act inactive.

Quoted at random: two compounds from above
Screening CS(=O)(=O)N1CCN(c2ccccc2NC(=O)c2cccnc2)CC1 returned CHT inh inactive and CHT allo act inactive.
COc1ccccc1S(=O)(=O)Cc1ccc(C(=O)NCCN2CCCC2)o1 was read as CHT inh inactive and CHT allo act inactive.

Further compounds:
For COc1ccc(-c2cc(C(=O)NNC(=O)c3csc(N4CCOCC4)n3)c3ccccc3n2)cc1OC the results were CHT inh inactive and CHT allo act 7.3*.
For CCNc1nc(NC(C)(C)C)nc(Oc2ccc(=O)n(-c3ccccc3)n2)n1 the results were CHT inh inactive and CHT allo act inactive.
For CC(=O)Nc1ccc(S(=O)(=O)N2CCN(C(=O)N3CCCC3)CC2)cc1 the results were CHT inh inactive and CHT allo act inactive.
For O=C(O)Cn1c(=O)cnc2ccccc21 the results were CHT inh inactive and CHT allo act inactive.
Cc1cccc(C(=O)Nc2c(C#N)c(C)c(C)n2Cc2ccccc2)c1 was read as CHT inh inactive and CHT allo act inactive.
Cc1oc(-c2ccc(Cl)cc2)nc1CN1CCCC(C(=O)NC2CC2)C1 (stereo unspecified) was read as CHT inh inactive and CHT allo act inactive.
Screening CC(=O)NC1=NN(C(C)=O)C2(CCCCC2)S1 returned CHT inh inactive and CHT allo act inactive.
`CCN1CCN(S(=O)(=O)Cc2ccccc2Cl)CC1` gave CHT inh inactive and CHT allo act inactive.
CC1CN(c2cc(=O)n(-c3cccc(Br)c3)c(=O)[nH]2)CC(C)O1 (stereo unspecified) was read as CHT inh inactive and CHT allo act inactive.
For COCCNC(=O)c1cc(S(=O)(=O)N2CCOCC2)ccc1SCc1cccc(OC)c1OC the results were CHT inh inactive and CHT allo act inactive.
`c1ccc(Cn2cc(CN3CCCCO3)c(-c3ccc4c(c3)OCO4)n2)cc1` gave CHT inh inactive and CHT allo act inactive.
Clc1ccc(CSc2nnc([C@@H]3CCCN3)o2)cc1 was read as CHT inh inactive and CHT allo act inactive.
Screening O=c1c(Cc2ccc(F)cc2)c(O)ccn1C1CC1 returned CHT inh inactive and CHT allo act inactive.
Screening NS(=O)(=O)c1cc(C(=O)OCC(=O)c2ccc3c(c2)OCCO3)ccc1Cl returned CHT inh inactive and CHT allo act inactive.
Screening N#Cc1c(Nc2cccc(F)c2)sc2c(O)cc(=O)[nH]c12 returned CHT inh inactive and CHT allo act inactive.
CCN(CC)CCCN=C1N[C@@H](c2ccccc2)C(C(=O)OC)=C(C)N1CC was read as CHT inh inactive and CHT allo act inactive.
Cc1ccc(-c2nnn(CC(=O)N(CC3CCCO3)C(C(=O)NC3CCCC3)c3ccc(F)cc3)n2)o1 (stereo unspecified) was read as CHT inh inactive and CHT allo act inactive.
`COc1ccc(NC(=O)C2C3C=CC4(O3)C2C(=O)N(CCN2CCCCC2C)C4C(=O)NC2CCCC(C)C2C)cc1` (stereo unspecified) gave CHT inh inactive and CHT allo act inactive.
Cn1nc(-c2ccc(C(=O)Nc3cccnc3)cc2)c2ccccc2c1=O was read as CHT inh inactive and CHT allo act inactive.
O=c1[nH]cnc2sc3c(c12)CCCCC3 was read as CHT inh inactive and CHT allo act inactive.
For COc1cc(NC(=O)c2cccs2)c(C(=O)OCC(=O)c2cc(C)n(-c3ccc(F)cc3)c2C)cc1OC the results were CHT inh inactive and CHT allo act inactive.
Screening CC1CN(C(=O)c2cc3cc(F)ccc3[nH]2)CC(C)O1 (stereo unspecified) returned CHT inh inactive and CHT allo act inactive.
`COc1ccc(CCNC(=O)Cn2c(=O)n(CCCC(=O)NCc3ccco3)c(=O)c3sccc32)cc1OC` gave CHT inh inactive and CHT allo act inactive.
Screening CC(C)c1ccc(-n2ccnc2SCC(=O)O)cc1 returned CHT inh inactive and CHT allo act inactive.
CC(=O)N1c2ccc(S(=O)(=O)NCC3CCC(C(=O)Nc4ccc(C)cn4)CC3)cc2CC1C (stereo unspecified) was read as CHT inh inactive and CHT allo act inactive.
Screening N#Cc1ccc(NC(=S)NC(=O)CCc2ccc(S(=O)(=O)N3CCOCC3)cc2)cc1 returned CHT inh inactive and CHT allo act inactive.
Screening Cc1ccc(N(CC(=O)NC2CCCCC2)S(=O)(=O)c2c(C)nn(C)c2C)cc1 returned CHT inh inactive and CHT allo act inactive.
For FC(F)(F)c1ccccc1NC(=S)NN1CCOCC1 the results were CHT inh inactive and CHT allo act inactive.
Screening COc1cc2c3nnc(-c4ccccc4)c-3cn(Cc3ccccc3F)c2cc1OC returned CHT inh inactive and CHT allo act inactive.
For Cn1c(=O)c2[nH]c(CNc3ccc(C(=O)O)cc3)nc2n(C)c1=O the results were CHT inh inactive and CHT allo act inactive.
Screening COc1ccc(NS(=O)(=O)c2ccc(NS(=O)(=O)c3ccc(SC)cc3)cc2)c(OC)c1 returned CHT inh inactive and CHT allo act inactive.
Screening CN(C(=O)COC(=O)C(C)(C)Oc1ccc(Cl)cc1)c1c(N)n(Cc2ccccc2)c(=O)[nH]c1=O returned CHT inh inactive and CHT allo act inactive.
Cc1[nH]c(-c2ccc(F)cc2)cc1C(=O)N1CCN(c2cccc(Cl)c2)CC1 was read as CHT inh inactive and CHT allo act inactive.
Screening COc1ccccc1NC(=O)/C(=C\c1cccnc1)NC(=O)c1ccc(C)cc1 returned CHT inh inactive and CHT allo act inactive.
Screening O=C(NCc1cccnc1)c1ccc2c(=O)n(CCCN3CCCC3=O)c(=S)[nH]c2c1 returned CHT inh inactive and CHT allo act inactive.
O=C(COc1ccc(-n2cnnn2)cc1)NC(=O)NCc1ccccc1 was read as CHT inh inactive and CHT allo act inactive.
For CC(C)(C)SCCNC(=O)CN(c1ccccc1)S(=O)(=O)c1ccc(F)cc1 the results were CHT inh inactive and CHT allo act inactive.
Screening CN(C)CCCNCC(=O)Nc1ccccc1N1CCOCC1 returned CHT inh inactive and CHT allo act inactive.
Screening COc1cccc(CC(=O)OCC(=O)NC(=O)c2ccc(OC(F)F)cc2)c1 returned CHT inh inactive and CHT allo act inactive.
CN(CCc1ccccn1)S(=O)(=O)c1ccccc1F was read as CHT inh inactive and CHT allo act inactive.
`CC(Sc1nnc2c(n1)C1(C)CCC2C1(C)C)C(=O)Nc1ccccc1` (stereo unspecified) gave CHT inh inactive and CHT allo act inactive.
For CCOc1cc(/C=N/Nc2nc(N3CCCCC3)nc(N3CCCCC3)n2)ccc1OC(=O)c1ccco1 the results were CHT inh inactive and CHT allo act inactive.
`Cc1ccc(SCC(=O)Nc2nnc(-c3ccco3)o2)cc1` gave CHT inh inactive and CHT allo act inactive.
For Cc1ccc(SCCNC(=O)/C=C/c2ccc(Cl)cc2)cc1 the results were CHT inh inactive and CHT allo act inactive.
CCCCNC(=O)NS(=O)(=O)c1ccc(C(=O)OC)o1 was read as CHT inh inactive and CHT allo act inactive.
Screening COc1ccc(OC)c(C(=O)NC(CC(N)=O)c2ccc(N3CCN(c4ccc(F)cc4)CC3)c([N+](=O)[O-])c2)c1 (stereo unspecified) returned CHT inh inactive and CHT allo act inactive.
`COc1cccc(NC(=O)CSc2nnc(Cn3cnc([N+](=O)[O-])n3)n2C)c1` gave CHT inh inactive and CHT allo act inactive.
COc1ccc(-c2ncc3ccccn23)cc1 was read as CHT inh inactive and CHT allo act inactive.
O=C(CNC(=O)c1ccco1)N=Nc1c(O)[nH]c2ccc([N+](=O)[O-])cc12 was read as CHT inh inactive and CHT allo act inactive.
Cc1cc2nc(N3CCN(C(=O)c4cccs4)CC3)sc2cc1C was read as CHT inh inactive and CHT allo act inactive.
NC(N)=NCc1cccc(I)c1 was read as CHT inh inactive and CHT allo act inactive.
COc1ccccc1NC(=O)C(=N\O)/C(C)=N/O was read as CHT inh inactive and CHT allo act inactive.
Screening COc1ccc(C(=O)NC2CC(C)(C)Cc3c2cnn3-c2ccccc2)cc1OC (stereo unspecified) returned CHT inh inactive and CHT allo act inactive.
`C=CCn1c(O)c(/C=C2\C=NN=C2c2ccccc2)sc1=S` gave CHT inh inactive and CHT allo act inactive.
`O=C(COC(=O)CNC(=O)c1ccc(Cl)c([N+](=O)[O-])c1)NC(=O)CN1CCCC1=O` gave CHT inh inactive and CHT allo act inactive.
Screening COc1ccc(-c2oc(NC(C)=O)c(C#N)c2-c2ccc(OC)cc2)cc1 returned CHT inh inactive and CHT allo act inactive.
Screening O=[N+]([O-])c1cc2c(cc1/C=N/n1c(-c3ccccc3)n[nH]c1=S)OCO2 returned CHT inh inactive and CHT allo act inactive.
Screening CCc1cc(=O)[nH]c(SCC(=O)NCC2CCCO2)n1 (stereo unspecified) returned CHT inh inactive and CHT allo act inactive.
Screening Cc1c(NC(=O)C2(c3ccccc3)CCCC2)c(=O)n(-c2ccccc2)n1C returned CHT inh inactive and CHT allo act inactive.
Screening COc1ccc(C(c2nnnn2C2CCCC2)N2CCC(C)CC2)cc1 (stereo unspecified) returned CHT inh inactive and CHT allo act inactive.
`CCc1ccc(NC2=NCC(c3ccccc3)S2)cc1` (stereo unspecified) gave CHT inh inactive and CHT allo act inactive.
C#CCn1c(=O)cc(C)c2ccccc21 was read as CHT inh inactive and CHT allo act inactive.
Screening CCCCn1c(SCC(=O)N2CCOCC2)nc2ccccc2c1=O returned CHT inh inactive and CHT allo act inactive.
`Cc1ccc2nc(N3CCN(C=O)CC3)nc(-c3ccccc3)c2c1` gave CHT inh inactive and CHT allo act inactive.
For Cc1ccc(Oc2ncccc2COC(=O)Nc2ccccc2C)cc1 the results were CHT inh inactive and CHT allo act inactive.
S=C(Nc1ccc(Oc2ccccc2)cc1)N(CCCN1CCOCC1)Cc1ccccn1 was read as CHT inh inactive and CHT allo act inactive.

As a short view, part of the list above.
Cc1cc2nc(N3CCN(C(=O)c4cccs4)CC3)sc2cc1C was read as CHT inh inactive and CHT allo act inactive.
NC(N)=NCc1cccc(I)c1 was read as CHT inh inactive and CHT allo act inactive.
COc1ccccc1NC(=O)C(=N\O)/C(C)=N/O was read as CHT inh inactive and CHT allo act inactive.
Screening COc1ccc(C(=O)NC2CC(C)(C)Cc3c2cnn3-c2ccccc2)cc1OC (stereo unspecified) returned CHT inh inactive and CHT allo act inactive.
`C=CCn1c(O)c(/C=C2\C=NN=C2c2ccccc2)sc1=S` gave CHT inh inactive and CHT allo act inactive.
`O=C(COC(=O)CNC(=O)c1ccc(Cl)c([N+](=O)[O-])c1)NC(=O)CN1CCCC1=O` gave CHT inh inactive and CHT allo act inactive.
Screening COc1ccc(-c2oc(NC(C)=O)c(C#N)c2-c2ccc(OC)cc2)cc1 returned CHT inh inactive and CHT allo act inactive.
Screening O=[N+]([O-])c1cc2c(cc1/C=N/n1c(-c3ccccc3)n[nH]c1=S)OCO2 returned CHT inh inactive and CHT allo act inactive.
Screening CCc1cc(=O)[nH]c(SCC(=O)NCC2CCCO2)n1 (stereo unspecified) returned CHT inh inactive and CHT allo act inactive.
Screening Cc1c(NC(=O)C2(c3ccccc3)CCCC2)c(=O)n(-c2ccccc2)n1C returned CHT inh inactive and CHT allo act inactive.
Screening COc1ccc(C(c2nnnn2C2CCCC2)N2CCC(C)CC2)cc1 (stereo unspecified) returned CHT inh inactive and CHT allo act inactive.
`CCc1ccc(NC2=NCC(c3ccccc3)S2)cc1` (stereo unspecified) gave CHT inh inactive and CHT allo act inactive.
C#CCn1c(=O)cc(C)c2ccccc21 was read as CHT inh inactive and CHT allo act inactive.
Screening CCCCn1c(SCC(=O)N2CCOCC2)nc2ccccc2c1=O returned CHT inh inactive and CHT allo act inactive.
`Cc1ccc2nc(N3CCN(C=O)CC3)nc(-c3ccccc3)c2c1` gave CHT inh inactive and CHT allo act inactive.
For Cc1ccc(Oc2ncccc2COC(=O)Nc2ccccc2C)cc1 the results were CHT inh inactive and CHT allo act inactive.
S=C(Nc1ccc(Oc2ccccc2)cc1)N(CCCN1CCOCC1)Cc1ccccn1 was read as CHT inh inactive and CHT allo act inactive.

Source: PubChem BioAssay (Johns Hopkins Ion Channel Center)
